12-LOX inh: Primary qHTS assay for inhibitors of human arachidonate 12S-lipoxygenase (ALOX12): Round 2; hit rate 1.1% among 580,000; Potency, µM (top dose mostly 108 µM), without a hit: at the highest dose activity change, negative = inhibition, most hits filed as inhibitors; Polyunsaturated fatty acid lipoxygenase ALOX12 (Homo sapiens), P18054; purified 12hLO, xylenol orange hydroperoxide absorbance; active = well fitted inhibition curve with a large enough effect; inconclusive = small, poorly fitted or top-dose-only effect, or another doubt; inactive = no such curve, though single readings can be large or run the other way
Target sequence (P18054 whole entry, looked up): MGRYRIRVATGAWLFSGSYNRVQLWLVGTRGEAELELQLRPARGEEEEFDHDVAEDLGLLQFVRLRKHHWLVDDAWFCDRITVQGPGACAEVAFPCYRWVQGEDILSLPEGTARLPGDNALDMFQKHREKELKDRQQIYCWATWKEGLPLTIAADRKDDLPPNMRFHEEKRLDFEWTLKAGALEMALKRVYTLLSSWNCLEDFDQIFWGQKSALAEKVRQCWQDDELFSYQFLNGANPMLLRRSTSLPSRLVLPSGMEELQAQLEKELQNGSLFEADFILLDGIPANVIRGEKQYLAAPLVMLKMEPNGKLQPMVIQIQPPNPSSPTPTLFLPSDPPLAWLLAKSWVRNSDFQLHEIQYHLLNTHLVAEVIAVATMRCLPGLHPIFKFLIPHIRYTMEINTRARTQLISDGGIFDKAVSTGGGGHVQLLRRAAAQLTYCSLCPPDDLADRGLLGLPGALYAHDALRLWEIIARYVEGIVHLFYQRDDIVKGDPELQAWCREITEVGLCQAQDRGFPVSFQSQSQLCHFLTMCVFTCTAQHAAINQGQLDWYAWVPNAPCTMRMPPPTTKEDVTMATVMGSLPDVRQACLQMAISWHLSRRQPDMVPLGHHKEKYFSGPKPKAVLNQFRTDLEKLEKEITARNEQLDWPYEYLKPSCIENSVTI
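Hydroperoxide product was detected by ferrous iron/xylenol orange as the 573 to 405 nm absorbance ratio. Arachidonic acid at 40 uM (final) was turned over for 30 min at room temperature by 150 nM human 12hLO, pH 7.0 Hepes buffer, after 15 min compound preincubation.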
Active calls of the source: *; ? = inconclusive; & = joins results of further samples; [ ] = dose if it differs, or a comment. % is set by controls: 0 for no effect and ±100 for the full control effect; potency is the fitted concentration of half-maximal effect. These rows are one share of the data (hit frequency here may not be typical).

SMILES	12-LOX inh
CNC(=O)[C@@H](c1ccccc1F)N1CCC[C@H]1C(=O)NC1CC1	25µM*
COc1ccc(-c2nn(-c3ccccc3C)cc2CN2CCN(C)C(=O)[C@@H]2C)cc1F	3%
COc1ccc(NC(=O)Cn2nc3n(c2=O)CCCCC3)cc1OC	36%[activator]
Cc1nc2ccc(Cl)cc2cc1C(=O)N1CCN(CC(=O)N2CCCCC2C)CC1 (stereo not given)	-6%
Cc1cc(S(=O)(=O)N(C)C)c(C)cc1Br	14%
O=C(NC1CCCCC1)N1Cc2[nH]cnc2C[C@H]1c1nc(-c2ccncc2)no1	13µM*
CC1CCCN(C(=O)CSc2nc(-c3ccco3)cc(C(F)(F)F)n2)C1 (stereo not given)	-37%
O=S(=O)(c1ccc(N2CCN(Cc3cccc4ccccc34)CC2)nc1)N1CCOCC1	-2%
CCc1nc2ccccc2c(C(=O)OCC(=O)NCC(F)(F)F)c1C	-28%
O=C(Oc1ccc(Br)cc1)c1cnccn1	?
CC(NC(=O)C1CCC1)C(=O)N1CCN(c2ccccn2)CC1 (stereo not given)	7%
CCCNC(=O)CSc1nc(-c2ccccc2)[nH]c1S(=O)(=O)c1ccccc1	6%
O=C(Nc1ccc(F)cc1)C1CN(c2cccc(Cl)c2)C(=O)N1 (stereo not given)	-4%&-16%[176 µM]
Cc1cnc(C(=O)OC(C)C(=O)c2ccc(C(C)(C)C)cc2)cn1 (stereo not given)	?
Cc1ccc(NS(=O)(=O)c2ccc(C(=O)N(C)Cc3ccccc3)cc2)cc1C	?
COC(=O)c1cc(CNC(=O)c2ccccc2)cc(NC(=O)c2ccccc2OC)c1	2%
COCC(=O)N[C@H]1C[C@H]2C(=O)Nc3ccc(/C=C/c4ccccc4)cc3C(=O)N2C1	-2%[176 µM]
COc1ccc2c(c1)CCN=C2C[C@H]1CN(C(=O)c2ccccc2)CC[C@H]1CC(=O)O	-4%[176 µM]
Cn1nccc1CCC(=O)N1CC[C@@]2(O)CCN(C(=O)C3CCC3)C[C@H]2C1	0%
Cc1ccc2[nH]c(C(=O)NCc3ccc(C(=O)N4CCN(C)CC4)cc3)cc2c1	-23%
COc1cccc(C2CC(=O)N(c3cccc(C(F)(F)F)c3)C3=C2C(=O)OC3)c1OC (stereo not given)	-1%
Cc1ccc(NC(=O)c2n[nH]c(=O)c3ccccc23)cc1F	-11%
Cc1ccc(OCC(=O)Nc2cccc(-c3nc4cc(C)ccc4o3)c2)cc1	?
CCN(CC)S(=O)(=O)c1ccc(Sc2nnc(C)s2)nc1	36%[activator]
CCc1ccc(C2C(C#N)=C(N)N(N3CCOCC3)C3=C2C(=O)CC(C)(C)C3)cc1 (stereo not given)	?
COc1ccc(CN2C=C(C(=O)OCc3noc(-c4ccc(C)cc4)n3)C(C)=NS2(=O)=O)cc1	8%
CC(C)c1noc([C@@H]2C[C@H](NS(=O)(=O)c3ccc(F)cc3)CN2C)n1	10%[176 µM]
O=C(NC1CCC1)C1CCCN(C2CCN(C3Cc4ccccc4C3)CC2)C1 (stereo not given)	9%
CCCC1(C(=O)O)CCCN(S(=O)(=O)c2ccsc2C(=O)O)C1 (stereo not given)	12%
Cc1ccc(C(CC(=O)Nc2ccc(F)cc2)c2c[nH]c3ccccc23)cc1 (stereo not given)	?
CC(C)(C)C(=O)N1CCCN(Cc2ccc3c(c2)OCO3)c2ccccc21	-25%
CCCCCNC(=O)COC(=O)c1cc2c(C)cc(C)cc2[nH]1	?
CCN(Cc1ccncc1)Cc1ccc2c(c1)CN(C(=O)c1ccc(OC)cc1)CCO2	17%
O=C(CSc1nnc(-c2cccc(Cl)c2)o1)Nc1ccc2c(c1)OC1(CCCCC1)O2	?
Cc1cccc(CC(=O)N2CCCC2c2nc(C3CCOCC3)no2)c1 (stereo not given)	32%
COCCNC(=O)[C@@H]1C[C@@H](O)CN1C1CCN(C(=O)c2ccco2)CC1	25%
Cc1ccc2c(=O)n3c(nc2c1)C(Cc1ccccc1)NC(=O)c1cc2ccccc2cc1-3 (stereo not given)	?
COc1ccc(-c2nn(Cc3nc(-c4ccccc4C)no3)c(=O)c3ccccc23)cc1	1%
O=C(CCC[C@@H]1[C@H]2CCCN3CCC[C@@H](CN1C(=O)c1cccnc1)[C@@H]23)N1CCCC1	13%
O=C(c1n[nH]c2c1CN(Cc1cccnc1)CC2)N1CCOCC1	35%[activator]

Entries listed so far with a Cl atom, in the order listed:
SMILES	12-LOX inh
Cc1nc2ccc(Cl)cc2cc1C(=O)N1CCN(CC(=O)N2CCCCC2C)CC1 (stereo not given)	-6%
O=C(Nc1ccc(F)cc1)C1CN(c2cccc(Cl)c2)C(=O)N1 (stereo not given)	-4%&-16%[176 µM]
O=C(CSc1nnc(-c2cccc(Cl)c2)o1)Nc1ccc2c(c1)OC1(CCCCC1)O2	?

Two entries from above in another layout:
SMILES: Cc1ccc(C(CC(=O)Nc2ccc(F)cc2)c2c[nH]c3ccccc23)cc1 (stereo not given)
  12-LOX inh: ?
SMILES: CC(C)(C)C(=O)N1CCCN(Cc2ccc3c(c2)OCO3)c2ccccc21
  12-LOX inh: -25%

(continued)
SMILES	12-LOX inh
COc1cc(/C=C(/C#N)c2ccccn2)c2c(c1)CC(C)O2 (stereo not given)	-4%
CC(C)(C)CC(=O)N1CC[C@H]2COC(=O)N2c2cc(F)ccc2C1	82%[activator][176 µM]
CCCCCCCCCCCCSCC(=O)O	?
O=C(CCn1cnc(-c2ccccc2)c1-c1cc2ccccc2[nH]1)N1CCCC1	23%
CCC[C@@H]1CN(c2cc(OC)nc(N)n2)C[C@H]1C(=O)O	-4%
CC(=O)c1ccc(NC(=O)C(C)OC(=O)c2ccccc2-n2cnnn2)cc1 (stereo not given)	0%
O=C(O)c1ccc2c(c1)OCCOCCOCCOCCO2	24%
CC(=O)c1cc(CN2CCC3(CC2)CN(CC(C)c2ccccc2)C(=O)O3)cs1 (stereo not given)	9%
COc1ccc(Cl)cc1C(=O)N1CCC2(CC1)CN(C)CCN2C	57%[activator]
COCc1nc(C2CCCN(C(=O)c3cccc(OC)c3OC)C2)no1 (stereo not given)	38%[activator]
COC(=O)CNC(=O)C1CCCN(c2nc3ncccc3o2)C1 (stereo not given)	51%[176 µM]
COc1ccc(S(=O)(=O)N2CCCOC2CNC(=O)C(=O)NCc2ccccc2C)cc1 (stereo not given)	-10%
CCC1(N2CCN(C(=O)CCc3c[nH]c4ccccc34)CC2)CCN(S(C)(=O)=O)C1 (stereo not given)	49%[activator]
CCCN1CCS(=O)(=O)N(Cc2cn(Cc3ccccc3)nn2)C(C(=O)OC)C1 (stereo not given)	?
CC1(C)C2CC=C(/C=N/NC(N)=S)C1C2 (stereo not given)	?
Cc1cc(C(=O)NC2CC(c3cc(=O)[nH]c(C4CC4)n3)C2)c(C)o1 (stereo not given)	81%[activator]
O=C(c1ccccc1F)N1CCn2c(nnc2-c2ccc(Cl)cc2)C1	-3%[6.33 µM]
O=C(Cc1ccc(F)cc1)NC1CCN(c2cc(-c3ccc(Cl)cc3)[nH]n2)CC1	10%
CCCN(CCC)CC(=O)Nc1sc2c(c1C(=O)Nc1ccc(OC)cc1)CCC2	30%
O=C(N/N=C\c1cccs1)c1ccccn1	-21%

Arranged by molecular weight (highest first): five of the compounds above
SMILES	12-LOX inh
O=S(=O)(c1ccc(N2CCN(Cc3cccc4ccccc34)CC2)nc1)N1CCOCC1	-2%
CCCN(CCC)CC(=O)Nc1sc2c(c1C(=O)Nc1ccc(OC)cc1)CCC2	30%
COC(=O)c1cc(CNC(=O)c2ccccc2)cc(NC(=O)c2ccccc2OC)c1	2%
CCCNC(=O)CSc1nc(-c2ccccc2)[nH]c1S(=O)(=O)c1ccccc1	6%
O=C(N/N=C\c1cccs1)c1ccccn1	-21%

Going on with the list.
SMILES	12-LOX inh
Cc1ccc(NS(=O)(=O)c2ccc(N/N=C3/CCSC3)c([N+](=O)[O-])c2)c(C)c1	?
COC(=O)c1ccc(S(=O)(=O)N2CCCC2c2cccn2C)cc1 (stereo not given)	?
COc1cccc([S+](=O)([O-])N2CCn3cc(C(=O)NCc4ccc(Cl)nc4)nc3C2)c1	-10%[6.33 µM]
OCC1CN(C2CCC2)CC12CCN(C1CCC1)CC2 (stereo not given)	102%[activator]
CS(=O)(=O)CCC(C(=O)NC1CCN(Cc2ccccc2)CC1)N1Cc2ccccc2C1=O (stereo not given)	-25%
COc1ccc(-n2nc(C)c([C@H]3C=C[C@@H](OC(=O)Nc4cccc(F)c4)C3)c2C)cc1	5%[176 µM]
Cc1cccc(NC(=O)c2nc3ccccc3nc2N2CCOCC2)c1	?
CC1CN=C(c2ccc(Cl)cc2)c2c3ccccc3[n+]([O-])n21 (stereo not given)	-2%
CC(O)(c1cccc(F)c1)c1nc(-c2ccc(S(C)(=O)=O)cc2)cs1 (stereo not given)	-18%
O=C(NCC1CC1)c1nc2sccn2c1Br	-9%[176 µM]
CC1(COc2ccccc2)COc2ccc(C(=O)NCc3ccncc3)cc2N1 (stereo not given)	28µM*
Cc1ccccc1-c1nn2c(COc3ccc(F)cc3)nnc2s1	6%
CC1(C)OC(=O)C2=C(C[C@@H](CCOCc3ccccc3)O[C@H]2c2ccc(F)cc2)O1	-6%
Cc1nc(/C=C/C(=O)NCc2ccccn2)cs1	50%[activator]
Cc1ccc(Cl)cc1NC(=O)Cn1cnc2c1c(=O)n(C)c(=O)n2C	0%
CN1CCOc2nc(-c3cccc(OC(F)(F)F)c3)ncc2C1=O	11%[176 µM]
COCC(=O)N1CCCC(c2noc(COc3ccccc3F)n2)C1 (stereo not given)	4%
CCc1cccc(CC)c1NC(=O)c1ccc2c(c1)CCC2	8%
CC(=O)N1Cc2ccccc2CC2(CCN(CC3CCCC3)C2)C1 (stereo not given)	-5%[6.33 µM]
COc1cc2cc(OC(C)=O)c3cc4c(cc3c2c(OC)c1OC)OCO4	?
Fc1ccc2nc([C@H]3CCN(C4CCC4)C3)[nH]c2c1	14%[176 µM]
COc1ccc(C2=NOC(Cn3cnc4c3c(=O)n(C)c(=O)n4C)C2)cc1 (stereo not given)	-9%
COc1ccc(C(=O)N2CCCC3(CC(C)=NO3)C2)cc1 (stereo not given)	7%[12.5 µM]
c1cncc(-c2nc(CC3CCCNC3)no2)c1 (stereo not given)	7%
O=C1CC(N2CCC(c3nc4ccccc4o3)CC2)C(=O)N1c1cccc(Cl)c1 (stereo not given)	-2%
Cc1cc2c(NC3CC(c4nnc(CN(C)C)n4C)C3)ncnc2s1 (stereo not given)	-16%
Nc1nc(C(=O)N[C@H]2CCOC[C@H]2C2CCOCC2)cs1	-3%
O=C(Nc1ccccc1F)C1CC2CCC1C2 (stereo not given)	5%
O=C(c1cc(-c2ccc3c(c2)OCO3)nc2ccccc12)N1CCN(Cc2ccc3c(c2)OCO3)CC1	5%
CCOc1cc2nc(-c3ccc(OC)c(OC)c3)nc(N3CCC(C)CC3)c2cc1OC	?
COc1ccc2oc(C)c(C(=O)OC(C)C)c2c1	?
COc1ccc(-c2csc(C(O)c3ccc(F)c(OC)c3)n2)cn1 (stereo not given)	-4%
O=C(NCc1ccccc1F)c1ccc(-c2ccc(N3CCSCC3)nc2)cc1	?
O=C(NCc1ccccc1)N1CCC2(CC1)CC(N(C(=O)c1ccccc1)C1CC1)CCO2 (stereo not given)	9%
Cc1cc(SC(C)C(=O)Nc2sccc2C(N)=O)nc2ccccc12 (stereo not given)	-40%
COc1ccccc1-c1cc(C(=O)NCc2cccnc2)nc2c1cnn2C	1%[6.33 µM]
COc1cccc(CCC(=O)NCc2nnc3c(-c4nc(C)no4)cccn23)c1	51%[activator]
NCC1(N2CCCCC2)CCCCC1	?
CCOC(=O)C1(C)CCCN(C(=O)c2cccc3ccccc23)C1 (stereo not given)	-4%
COC(=O)[C@@]1(Sc2ccc(C)cc2)CC(=O)N[C@@H]1c1ccc(Br)cc1	?
COc1cccc(-c2cn3c(n2)N(C(=O)c2ccco2)CCC3)c1	54%[activator]
CC1(C)CC(CCNc2ncncn2)(c2ccccc2)CCO1 (stereo not given)	20%
CC(C)NC(=O)c1ccc2c(c1)N(C(=O)c1ccc(F)cc1)CC2	14%
CCc1ccc(OCC(=O)Nc2c(C)ccc3nsnc23)cc1	16%
CCCCCCCCS(=O)(=O)CCCCCCC(=O)O	6%
CCOC(=O)C1=C(c2ccccc2)NC(=S)NC1c1ccc(C)cc1 (stereo not given)	?
Cc1cccc(CN2CCCC(O)(CNCc3cccc(C)n3)C2=O)c1 (stereo not given)	74%[activator]
CCc1noc(-c2cn(C3CCN(C(=O)Cc4ccc(F)cc4)CC3)nn2)n1	34%
CCc1cccc(NC(=O)Cn2c(N3CCOCC3)nc(COC)cc2=O)c1	3%
CN(CC(=O)NC(=O)NCc1ccccc1)Cc1ccc(Cl)cc1Cl	3%
CN(C)CCNC(=O)c1nc2c3c4c(sc3ncn2n1)CCCC4	65%[activator]
Cn1c(=O)c2ccnn2c2ccc(C(=O)NCCN3CCC(N4CCCCC4)CC3)cc21	33%
COCC(=O)N1CC(Oc2ccc(-c3noc(-c4ccncc4)n3)cc2)C1	49%[activator]
COCCN1C[C@@H](CO)O[C@@H](n2cnc3c(N(C)C)ncnc32)C1	-3%
CC(C)NC(=O)NC[C@H]1O[C@@H](CO)[C@@H](O)[C@H]1N1CCN(C)CC1	11%[176 µM]

Five compounds picked at random from those above, as already listed:
SMILES	12-LOX inh
COCCN1C[C@@H](CO)O[C@@H](n2cnc3c(N(C)C)ncnc32)C1	-3%
CCOC(=O)C1=C(c2ccccc2)NC(=S)NC1c1ccc(C)cc1 (stereo not given)	?
Cc1cccc(CN2CCCC(O)(CNCc3cccc(C)n3)C2=O)c1 (stereo not given)	74%[activator]
COCC(=O)N1CC(Oc2ccc(-c3noc(-c4ccncc4)n3)cc2)C1	49%[activator]
CCCCCCCCS(=O)(=O)CCCCCCC(=O)O	6%

High-throughput results deposited in PubChem by National Center for Advancing Translational Sciences (NCATS).
